Source: PubChem BioAssay (Broad Institute)
INS-1E rescue: rescue of cytokine-induced death in INS-1E beta cells. actives 0.1% (n = 20,000). protection from cytokine-induced ATP loss, % at 10 µM. INS-1E cytokine-induced death, ATP luminescence, 48 h; normalised: neutral wells 0, positive control 100. AID 488910;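 active = mean replicate protection from cytokine-induced ATP loss at least 50% and at least 75% of replicates each reaching 50%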
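Assay system: INS-1E rat cells / Quantity: 8000 cells per well / Medium: RPMI without phenol red, 5% FBS / Probe or stimulus: three-cytokine cocktail (IFN-γ, TNF-α, IL-1β) / Dosing: one compound concentration, pin transfer / Timing: 48 h co-treatment, 10 min post-lysis read / Technique: CellTiter-Glo luminescence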
T cruzi intra: intracellular Trypanosoma cruzi inhibition; intracellular Trypanosoma cruzi in host cells, plate reader; activity score (inhibition), % at 5.01 µM; actives 4.9% (n = 22,000); AID 651903; in the data active = activity score above about 55%;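 note: parasites and compound incubated about four days before reading; 0% = median of neutral control wells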
Numbers without * were called inactive; · = not tested or not shown.

Values run as follows: T cruzi intra | INS-1E rescue
C[C@@H]1CN([C@@H](C)CO)C(=O)CCCn2nncc2CO[C@H]1CN(C)C(=O)NC1CCCCC1
→ -9 | ·
C[C@@H]1CN([C@H](C)CO)C(=O)c2cccc(NC(=O)Nc3ccc(C(F)(F)F)cc3)c2O[C@@H]1CN(C)S(=O)(=O)c1ccccc1
→ -2 | -28
C[C@@H]1CN([C@@H](C)CO)C(=O)c2cccc(NC(=O)Nc3cccc4ccccc34)c2O[C@H]1CN(C)S(=O)(=O)c1ccc(Cl)cc1
→ 17 | 41
C[C@H]1CN([C@@H](C)CO)C(=O)c2cc(NC(=O)Nc3ccccc3)ccc2O[C@@H]1CN(C)Cc1ccc(C(=O)O)cc1
→ -7 | 6
Cc1noc(C)c1S(=O)(=O)Nc1ccc2c(c1)C(=O)N([C@@H](C)CO)C[C@@H](C)[C@H](CN(C)Cc1ccccc1)O2
→ 10 | -1
COc1ccc(S(=O)(=O)N(C)C[C@@H]2Oc3ccc(NS(=O)(=O)c4cccs4)cc3CC(=O)N([C@H](C)CO)C[C@@H]2C)cc1
→ 4 | -1
COc1ccc(/C=N/NC(=O)CCCCCCC(=O)Nc2ccccc2O)cc1O
→ 3 | -3
CC(C)NC(=O)Nc1ccc2c(c1)C(=O)N([C@H](C)CO)C[C@H](C)[C@@H](CN(C)Cc1ccc(-c3ccccc3)cc1)O2
→ -46 | -9
C[C@@H]1CN([C@@H](C)CO)C(=O)c2cccc(NC(=O)CCCCCC(=O)Nc3ccccc3N)c2O[C@H]1CN(C)C
→ 0 | 5
C[C@H]1CN([C@@H](C)CO)C(=O)Cc2cc(NC(=O)Nc3ccccc3)ccc2O[C@H]1CN(C)Cc1ccc(-c2ccccc2)cc1
→ -18 | 8
C[C@H](CO)N1C[C@H](C)[C@@H](CN(C)S(=O)(=O)c2ccccc2)Oc2c(NC(=O)NC3CCCCC3)cccc2C1=O
→ -4 | 9
CC(C)NC(=O)Nc1cccc2c1O[C@@H](CN(C)C(=O)Nc1ccc(C(F)(F)F)cc1)[C@H](C)CN([C@H](C)CO)C2=O
→ 2 | 4
Cc1noc(C)c1S(=O)(=O)Nc1ccc2c(c1)C(=O)N([C@H](C)CO)C[C@@H](C)[C@H](CN(C)S(C)(=O)=O)O2
→ -9 | 3
COc1ccc(S(=O)(=O)N(C)C[C@@H]2Oc3ccc(NC(=O)CCC(F)(F)F)cc3CC(=O)N([C@H](C)CO)C[C@H]2C)cc1
→ -10 | 5
C[C@@H]1CN([C@@H](C)CO)C(=O)c2cc(NS(=O)(=O)c3ccc(F)cc3)ccc2O[C@H]1CN(C)S(=O)(=O)c1cn(C)cn1
→ -1 | 6
C[C@@H]1CN([C@H](C)CO)C(=O)Cc2cc(NC(=O)Nc3ccc(F)cc3)ccc2O[C@H]1CN(C)C(=O)Nc1ccc2c(c1)OCO2
→ -11 | 22
O=C(O)CCCCCCC(=O)N/N=C/c1cc(F)ccc1O
→ -7 | -4
CC(C)NC(=O)Nc1ccc2c(c1)C(=O)N([C@H](C)CO)C[C@H](C)[C@H](CN(C)Cc1ccc(Oc3ccccc3)cc1)O2
→ 7 | -22
COC(=O)CCCCCCC(=O)N/N=C/c1cccc(Oc2ccccc2)c1
→ -6 | 3
Cc1ccc(S(=O)(=O)Nc2ccc3c(c2)CC(=O)N([C@H](C)CO)C[C@@H](C)[C@H](CN(C)CC2CC2)O3)cc1
→ -6 | 5
COc1ccc(S(=O)(=O)Nc2ccc3c(c2)C(=O)N([C@@H](C)CO)C[C@@H](C)[C@@H](CN(C)C(=O)Nc2ccc4c(c2)OCO4)O3)cc1
→ -4 | -16
C[C@@H]1CN([C@@H](C)CO)C(=O)c2cccc(NC(=O)C3CCCCC3)c2O[C@@H]1CN(C)C(=O)Nc1ccc(C(F)(F)F)cc1
→ -18 | -29
Cc1noc(C)c1NC(=O)Nc1cccc2c1O[C@@H](CN(C)S(=O)(=O)c1ccc(F)cc1)[C@H](C)CN([C@@H](C)CO)C2=O
→ -4 | 3
COc1ccc(CN(C)C[C@@H]2Oc3ccc(NS(=O)(=O)c4ccc(Cl)cc4)cc3CC(=O)N([C@H](C)CO)C[C@H]2C)cc1
→ 68* | 0
C[C@@H]1CN([C@H](C)CO)C(=O)Cc2cc(NS(=O)(=O)c3cn(C)cn3)ccc2O[C@@H]1CN(C)Cc1ccc(Oc2ccccc2)cc1
→ -14 | 8
CNC[C@@H]1Oc2c(NC(=O)NC3CCCCC3)cccc2C(=O)N([C@@H](C)CO)C[C@@H]1C
→ 8 | 7
Cc1noc(C)c1S(=O)(=O)Nc1ccc2c(c1)C(=O)N([C@H](C)CO)C[C@H](C)[C@H](CN(C)C(=O)c1ccccc1)OCCCC[C@@H](C)O2
→ -22 | 20
C[C@@H]1CN([C@H](C)CO)C(=O)Cc2cc(NS(=O)(=O)c3ccc(Cl)cc3)ccc2O[C@@H]1CN(C)C(=O)Nc1ccc(C(F)(F)F)cc1
→ 12 | -9
COc1ccc(S(=O)(=O)N(C)C[C@@H]2Oc3ccc(NC(=O)CCN4CCOCC4)cc3CC(=O)N([C@@H](C)CO)C[C@@H]2C)cc1
→ -1 | 3
C[C@@H]1CCCCO[C@H](CN(C)C(=O)Nc2ccc3c(c2)OCO3)[C@@H](C)CN([C@H](C)CO)C(=O)c2cc(NS(=O)(=O)c3ccccc3)ccc2O1
→ 7 | 5
C[C@H](CO)N1C[C@H](C)[C@H](CN(C)Cc2ccccc2)OCc2cnnn2CCCC1=O
→ -10 | ·
COc1ccc(NC(=O)N(C)C[C@@H]2Oc3c(NS(=O)(=O)c4ccc(Cl)cc4)cccc3C(=O)N([C@H](C)CO)C[C@@H]2C)cc1
→ 1 | -6
COc1ccc(S(=O)(=O)N(C)C[C@H]2Oc3ccc(NS(=O)(=O)c4ccc(F)cc4)cc3C(=O)N([C@@H](C)CO)C[C@@H]2C)cc1
→ 8 | 0
COc1ccc(NC(=O)Nc2cccc3c2O[C@@H](CN(C)S(=O)(=O)c2ccc(Cl)cc2)[C@@H](C)CN([C@@H](C)CO)C3=O)cc1
→ -57 | -3
C[C@@H]1CN([C@H](C)CO)C(=O)Cc2cc(NC(=O)Cn3cnnn3)ccc2O[C@H]1CN(C)C(=O)Nc1ccc(F)cc1
→ -15 | 0
C[C@H]1CN([C@@H](C)CO)C(=O)Cc2cc(NS(=O)(=O)c3ccc(Cl)cc3)ccc2O[C@@H]1CN(C)S(C)(=O)=O
→ 6 | -1
C[C@@H]1CN([C@@H](C)CO)C(=O)Cc2cc(NC(=O)Nc3cccc4ccccc34)ccc2O[C@@H]1CN(C)Cc1ccncc1
→ 51 | -1
C[C@H]1CN([C@@H](C)CO)C(=O)c2cc(N(C)C)ccc2O[C@@H]1CN(C)C(=O)Nc1ccc2c(c1)OCO2
→ 2 | ·
Cc1noc(C)c1S(=O)(=O)Nc1ccc2c(c1)CC(=O)N([C@H](C)CO)C[C@@H](C)[C@@H](CN(C)C(=O)Nc1ccc3c(c1)OCO3)O2
→ -24 | 12
Cc1noc(C)c1NC(=O)Nc1ccc2c(c1)C(=O)N([C@H](C)CO)C[C@@H](C)[C@H](CN(C)Cc1ccc(Cl)c(Cl)c1)O2
→ 6 | -7
C[C@@H]1CN([C@@H](C)CO)C(=O)Cc2cc(NC(=O)Cn3cnnn3)ccc2O[C@@H]1CN(C)C(=O)Nc1ccc(F)cc1
→ -14 | -2
C[C@H]1CN([C@@H](C)CO)C(=O)c2cccc(NS(=O)(=O)c3cn(C)cn3)c2O[C@@H]1CN(C)C(=O)Nc1ccc(C(F)(F)F)cc1
→ -29 | 16
COc1ccc(CN(C)C[C@H]2OCCCC[C@@H](C)Oc3ccc(NS(=O)(=O)c4ccc(C)cc4)cc3C(=O)N([C@H](C)CO)C[C@@H]2C)cc1
→ 11 | -3
C[C@@H]1CN([C@@H](C)CO)C(=O)c2cccc(NC(=O)C3CCCCC3)c2O[C@H]1CN(C)S(C)(=O)=O
→ 2 | 5
C[C@@H]1CN([C@H](C)CO)C(=O)Cc2cc(NC(=O)C3CC3)ccc2O[C@H]1CN(C)Cc1ccc(-c2ccccc2)cc1
→ 15 | -5
Cc1noc(C)c1S(=O)(=O)N(C)C[C@H]1OCc2cnnn2CCCC(=O)N([C@H](C)CO)C[C@H]1C
→ -22 | ·
Cc1ccc(S(=O)(=O)N(C)C[C@@H]2OCCCC[C@@H](C)Oc3ccc(NS(=O)(=O)c4cccs4)cc3C(=O)N([C@H](C)CO)C[C@@H]2C)cc1
→ 25 | -1
C[C@@H]1CN([C@H](C)CO)C(=O)Cc2cc(NC(=O)CCC(F)(F)F)ccc2O[C@H]1CN(C)S(=O)(=O)c1ccc(F)cc1
→ -11 | 6
C[C@@H]1CN([C@H](C)CO)C(=O)c2cc(NC(=O)Nc3cccc4ccccc34)ccc2O[C@H]1CN(C)C(=O)Nc1ccc(F)cc1
→ -8 | -5
C[C@@H]1CCCCO[C@H](CN(C)C(=O)Nc2ccc(C(F)(F)F)cc2)[C@@H](C)CN([C@H](C)CO)C(=O)c2cc(NC(=O)Nc3ccc(C(F)(F)F)cc3)ccc2O1
→ 65* | -23
C[C@@H]1CN([C@H](C)CO)C(=O)CCCn2nncc2CO[C@@H]1CN(C)C(=O)Nc1ccccc1F
→ -6 | ·
Cc1noc(C)c1S(=O)(=O)N(C)C[C@@H]1Oc2ccc(NC(=O)Nc3ccccc3)cc2CC(=O)N([C@@H](C)CO)C[C@@H]1C
→ -25 | 6
C[C@@H]1CCCCO[C@@H](CN(C)C(=O)Cc2ccccc2)[C@@H](C)CN([C@H](C)CO)C(=O)c2cc(NC(=O)NC3CCCCC3)ccc2O1
→ 1 | -6
C[C@@H]1CN([C@@H](C)CO)C(=O)c2cccc(NC(=O)Nc3ccc(F)cc3)c2O[C@@H]1CN(C)Cc1ccc(-c2ccccc2)cc1
→ 69* | -67
COc1ccc(NC(=O)N(C)C[C@H]2Oc3ccc(NC(=O)Cn4cnnn4)cc3C(=O)N([C@@H](C)CO)C[C@@H]2C)cc1
→ -2 | ·
CNC[C@@H]1Oc2c(NS(=O)(=O)c3ccccc3)cccc2C(=O)N([C@H](C)CO)C[C@H]1C
→ -16 | 13
C[C@@H]1CCCCO[C@H](CN(C)C(=O)c2ccccc2)[C@@H](C)CN([C@H](C)CO)C(=O)c2cc(N(C)C)ccc2O1
→ 1 | -1
CC(C)NC(=O)Nc1cccc2c1O[C@H](CN(C)C(=O)Nc1ccc(F)cc1)[C@H](C)CN([C@@H](C)CO)C2=O
→ -10 | 5
CNC[C@@H]1Oc2ccc(NC(=O)CCN3CCOCC3)cc2C(=O)N([C@@H](C)CO)C[C@@H]1C
→ -41 | 15
O=C(CCCCCC(=O)Nc1ccccc1O)N/N=C/c1cc(Br)c(O)c(Br)c1
→ -3 | 3

Copied from the listing, two compounds:
Values run as follows: T cruzi intra | INS-1E rescue
CNC[C@@H]1Oc2ccc(NC(=O)CCN3CCOCC3)cc2C(=O)N([C@@H](C)CO)C[C@@H]1C
→ -41 | 15
O=C(CCCCCC(=O)Nc1ccccc1O)N/N=C/c1cc(Br)c(O)c(Br)c1
→ -3 | 3

Additional structures.
Values run as follows: T cruzi intra | INS-1E rescue
CNC[C@H]1Oc2ccc(NC(=O)Nc3cccc4ccccc34)cc2C(=O)N([C@H](C)CO)C[C@H]1C
→ -26 | 18
C[C@@H]1CN([C@H](C)CO)C(=O)c2cc(NC(=O)Nc3ccc(F)cc3)ccc2O[C@H]1CN(C)C(=O)NC1CCCCC1
→ -9 | -2
C[C@H]1CN([C@@H](C)CO)C(=O)c2cccc(NC(=O)c3nc4ccccc4s3)c2O[C@@H]1CN(C)Cc1ccc(C(=O)O)cc1
→ 5 | -4
C[C@@H]1CN([C@@H](C)CO)C(=O)c2cccc(NS(=O)(=O)c3ccccc3)c2O[C@H]1CN(C)CC1CC1
→ -8 | 8
Cc1noc(C)c1NC(=O)Nc1cccc2c1O[C@H](CN(C)C(=O)Nc1cccc3ccccc13)[C@H](C)CN([C@@H](C)CO)C2=O
→ 0 | 6
CNC[C@H]1Oc2ccc(NS(=O)(=O)c3ccc(F)cc3)cc2C(=O)N([C@@H](C)CO)C[C@H]1C
→ -9 | 4
COc1ccc(S(=O)(=O)N(C)C[C@H]2Oc3ccc(NC(=O)Nc4ccccc4)cc3C(=O)N([C@@H](C)CO)C[C@H]2C)cc1
→ 0 | -11

Of the compounds above, these contain a Cl atom.
Values run as follows: T cruzi intra | INS-1E rescue
C[C@@H]1CN([C@@H](C)CO)C(=O)c2cccc(NC(=O)Nc3cccc4ccccc34)c2O[C@H]1CN(C)S(=O)(=O)c1ccc(Cl)cc1
→ 17 | 41
COc1ccc(CN(C)C[C@@H]2Oc3ccc(NS(=O)(=O)c4ccc(Cl)cc4)cc3CC(=O)N([C@H](C)CO)C[C@H]2C)cc1
→ 68* | 0
C[C@@H]1CN([C@H](C)CO)C(=O)Cc2cc(NS(=O)(=O)c3ccc(Cl)cc3)ccc2O[C@@H]1CN(C)C(=O)Nc1ccc(C(F)(F)F)cc1
→ 12 | -9
COc1ccc(NC(=O)N(C)C[C@@H]2Oc3c(NS(=O)(=O)c4ccc(Cl)cc4)cccc3C(=O)N([C@H](C)CO)C[C@@H]2C)cc1
→ 1 | -6
COc1ccc(NC(=O)Nc2cccc3c2O[C@@H](CN(C)S(=O)(=O)c2ccc(Cl)cc2)[C@@H](C)CN([C@@H](C)CO)C3=O)cc1
→ -57 | -3
C[C@H]1CN([C@@H](C)CO)C(=O)Cc2cc(NS(=O)(=O)c3ccc(Cl)cc3)ccc2O[C@@H]1CN(C)S(C)(=O)=O
→ 6 | -1
Cc1noc(C)c1NC(=O)Nc1ccc2c(c1)C(=O)N([C@H](C)CO)C[C@@H](C)[C@H](CN(C)Cc1ccc(Cl)c(Cl)c1)O2
→ 6 | -7
